Epigenetic derep: derepresses silenced GFP reporter in murine cells. AID 1865. 280,000 tested, 0.2% active. murine LDR cells, GFP reporter derepression, 30 h. Potency, µM (top dose mostly 53.9 µM), inactives show top-dose GFP activation, usual class: activators; note: potency is the fitted concentration of half-maximal effect; % of control where 0% means no effect; nearly all actives have a fitted effect of over 60% in size
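GFP-positive cell count by laser-scanning cytometry (objects 20–120 um) after 30 h, 37 C compound exposure of murine LDR cells; reporter is CMV-GFP integrated at a silenced locus, inducible by HDAC or DNMT inhibitors.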
TexasRed fluor: counter-screen for TRb-SRC2 inhibitors: fluorescence interference; AID 1479; TRb/SRC2 Texas Red total fluorescence interference; 280,000 tested, 0.29% active; Potency, µM (series often up to 106 µM), inactives show at the top dose fluorescence change, negative = quenching; active = well fitted curve in either direction with a large enough effect; inconclusive = small, poorly fitted or top-dose-only effect; note: potency is the fitted concentration of half-maximal effect; % is set by controls: 0 for no effect and ±100 for the full control effect
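Human TRβ ligand-binding domain (0.6 uM) and Texas Red SRC2 peptide (20 nM) in Tris buffer with 1 uM T3 and 5% DMSO were incubated with pinned compound for 5 hr at ambient temperature. Total fluorescence was computed as S + 2P (555/632 nm).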
Tau fibril FP: inhibitors of human tau fibril formation | P10636 | K18 P301L tau heparin fibrillization, Alexa594 FP, 6 h | Potency, µM (top dose mostly 57.7 µM), for the others: at the top dose activity, negative = inhibition, hits mostly inhibitors | 280,000 tested, 0.39% active | AID 1468; note: potency is the fitted concentration of half-maximal effect; % is set by controls: 0 for no effect and ±100 for the full control effect; nearly all actives have a fitted effect of over 55% in size
Target sequence (P10636 561-689 P618L limits assumed): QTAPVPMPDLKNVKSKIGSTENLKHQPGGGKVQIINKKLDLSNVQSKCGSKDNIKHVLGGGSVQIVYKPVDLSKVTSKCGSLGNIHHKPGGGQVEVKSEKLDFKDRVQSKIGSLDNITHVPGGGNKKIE
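Human K18 P301L fragment (15 uM unlabeled plus 0.24 uM Alexa 594-labeled) in 100 mM sodium acetate pH 7 with compound, aggregation induced by 20 uM heparin for 6 hr at 37 C. ThT (30 uM) added for 1 hr, then Alexa 594 FP read.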
TRb SRC2 PPI: TRbeta-SRC2 interaction inhibition; AID 1469; Potency, µM (doses to about 106 µM), for the others: top-dose activity change, negative = inhibition, actives largely listed as inhibitors; TRbeta-SRC2 peptide binding, fluorescence polarization; receptor liganded with 1 µM T3; 280,000 tested, 0.065% active;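 note: potency is the fitted concentration of half-maximal effect; plate controls were bound peptide for no effect and peptide without receptor for full effect; nearly all actives have a fitted effect of over 50% in size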
Target sequence (P10828 whole entry, looked up): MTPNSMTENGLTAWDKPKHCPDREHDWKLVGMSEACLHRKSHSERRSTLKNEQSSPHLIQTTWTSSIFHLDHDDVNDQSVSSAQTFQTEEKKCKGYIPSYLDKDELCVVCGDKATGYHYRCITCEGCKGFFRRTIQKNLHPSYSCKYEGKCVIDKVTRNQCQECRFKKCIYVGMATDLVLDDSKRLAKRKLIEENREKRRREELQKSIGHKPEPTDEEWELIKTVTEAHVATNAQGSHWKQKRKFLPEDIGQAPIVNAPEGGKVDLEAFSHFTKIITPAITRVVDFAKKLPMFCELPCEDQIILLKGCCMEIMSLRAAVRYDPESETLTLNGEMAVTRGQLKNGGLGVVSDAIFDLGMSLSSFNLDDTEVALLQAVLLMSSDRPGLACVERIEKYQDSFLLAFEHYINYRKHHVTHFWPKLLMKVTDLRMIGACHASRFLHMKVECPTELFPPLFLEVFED
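Decrease in fluorescence polarization of 20 nM Texas Red SRC2 coactivator peptide flagged inhibition of its binding to 0.6 uM TRb LBD; 1 uM T3 included, incubation 5 hr, ex 555/em 632 nm.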
aGal spleen mod: inhibits or activates alpha-galactosidase in human spleen homogenate. 240,000 tested, 0.008% active. human spleen homogenate, 4MU-alpha-Gal fluorescence, 40 min. P06280. Potency, µM (doses to about 80 µM), for the others: at the highest dose activity change, negative = inhibition, usual class: inhibitors;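 note: potency is the fitted concentration of half-maximal effect; 0% = enzyme with vehicle and -100% = no enzyme basal signal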
Target sequence (P06280 32-429 limits assumed): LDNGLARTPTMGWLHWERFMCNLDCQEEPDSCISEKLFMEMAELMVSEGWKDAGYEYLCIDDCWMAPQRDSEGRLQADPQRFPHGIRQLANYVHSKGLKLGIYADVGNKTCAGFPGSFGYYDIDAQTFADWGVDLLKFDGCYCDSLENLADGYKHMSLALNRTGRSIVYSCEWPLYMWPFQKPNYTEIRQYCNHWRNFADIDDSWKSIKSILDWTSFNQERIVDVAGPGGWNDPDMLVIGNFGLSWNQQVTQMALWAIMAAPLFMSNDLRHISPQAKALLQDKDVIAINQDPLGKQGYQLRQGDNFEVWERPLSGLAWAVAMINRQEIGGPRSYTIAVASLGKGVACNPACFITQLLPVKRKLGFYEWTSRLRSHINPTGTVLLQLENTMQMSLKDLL
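qHTS titration in buffer at pH 5.0. Alpha-galactosidase activity in spleen homogenate was measured via 4-methylumbelliferone release from 1 mM fluorogenic substrate after 40 min at 37C and a pH 10 stop. AC50 came from Hill fits of control-normalized data.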
NPSR antagonist: neuropeptide S receptor (human) antagonism, cAMP | Q6W5P4 | CHO-NPSR cells, cAMP TR-FRET, antagonist mode | Potency, µM (highest dose often 38.3 µM), for the others: at the top dose activity change, negative = inhibition, most hits filed as inhibitors | 220,000 tested, 1% active | AID 1461; note: potency is the fitted concentration of half-maximal effect; % is set by controls: 0 for no effect and ±100 for the full control effect; nearly all actives have a fitted effect of over 50% in size; many of its hits are not listed in these tables
CBFb RUNX1 block: blocks binding between human CBF-beta and RUNX1; Q01196+Q13951; AlphaScreen CBFb-His/RUNX1-biotin binding, biochemical; Potency, µM (top dose mostly 59.8 µM), without a hit: at the highest dose activity, negative = inhibition, most hits filed as inhibitors; 230,000 tested, under 10 active; note: % of control where 0% means no effect
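Interaction loss through any mechanism counts as activity. Pre-formed complex of His-CBF-beta and biotin-RUNX1 (30 nM apiece) is incubated with compound 15 min, then with 50 ng nickel and 50 ng streptavidin beads for 90 min before AlphaScreen detection.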
Tau fluor cs: counter-screen for tau fibril formation inhibitors; tau K18 P301L (four-repeat tau fragment) Alexa594 fluorescence, heparin fibrillization; Potency, µM (titrated, usually from 57.7 µM), without a hit: at the highest dose activity change, negative = decrease; 280,000 tested, 0.93% active; note: potency is the fitted concentration of half-maximal effect; % is set by controls: 0 for no effect and ±100 for the full control effect; nearly all actives have a fitted effect of over 55% in size
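Human K18 P301L tau (15 uM unlabeled plus 0.24 uM Alexa 594-labeled, final) in 100 mM sodium acetate pH 7 was mixed with compound and 20 uM heparin and incubated 6 hr at 37 C.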
Numbers without * were called inactive; ? = inconclusive; nt = no result given; [ ] = remark or other dose. Unless noted, calls come from the whole dose curve; as a rule, active = well fitted curve in the direction sought with a large enough effect; inconclusive = small, poorly fitted or top-dose-only effect, or another doubt; inactive = no such curve, though single readings can be large; an effect the other way counts as inactive or inconclusive.

SMILES	Epigenetic derep	TexasRed fluor	Tau fibril FP	TRb SRC2 PPI	aGal spleen mod	NPSR antagonist	CBFb RUNX1 block	Tau fluor cs
CCCC(=O)Nc1cccc(S(=O)(=O)N(C)c2ccccc2)c1	-3.0%	-1%	1%	4%	-9%	8%	7%	-1%
CCC1(CC)Cc2ccccc2C(N)=C1C#N	0.1%	-5%	3%	-2%	0%	-6%[46.1 µM]	7%	-24%
CCOCCCN1C(=O)CN(C2CCCCC2)C(=O)C1c1ccc(OC)c(OC)c1 (stereo not given)	-1.0%	-2%	-6%	1%	-2%	-6%[46.1 µM]	-1%	-9%
Nc1cccnc1Oc1ccccc1F	0.0%	1%	0%	6%	6%	-16%	-5%	-10%
CC(C)C(NC(=O)c1ccc(F)cc1)C(=O)OCC(=O)N1CC(=O)Nc2ccccc21 (stereo not given)	1.1%	0%	-6%	-3%	-2%	15%	0%	2%
COc1ccc(-c2c3c(=O)n(C)c(=O)n(C)c3cn2-c2ccccc2O)cc1	0.0%	-2%	-9%	-2%	-1%	-38%	2%	-13%
CC(CCc1ccccc1)NC(=O)Cn1ncc2c3ccccc3n(Cc3cccc(Cl)c3)c2c1=O (stereo not given)	-0.1%	0%	-9%	-2%	nt	nt	nt	-8%
Cc1c(-c2ccc(F)cc2)nc(N)c(C#N)c1-c1cccnc1	-1.0%	2%	-10%	0%	8%	-24%	3%	-12%
C[C@H](c1ccccc1)n1nnc(COCc2ccccc2)c1C#CCOCc1ccccc1	3.8%	1%	1%	-3%	4%	-7%	?	-3%
CCOC(=O)c1c(C)[nH]c(O)c1C=Nc1ccccc1	-2.1%	10%	-1%	-15%	5%	-17%[46.1 µM]	-8%	-28%
COc1ccc(CN2CNc3c(c(=O)n(C)c(=O)n3C)C2)cc1	0.1%	2%	?	0%	4%	19%	-8%	-15%
CCn1c([N+](=O)[O-])nc2c1c(=O)[nH]c(=O)n2C	-6.1%	-1%	-10%	5%	-7%	-40%	-5%	5%
CCOC(=O)N1CCN(C(=O)c2cc3c(=O)[nH]c4ccccc4c3s2)CC1	-1.0%	-1%	-4%	-7%	2%	16%	4%	-4%
Cc1ccccc1Nc1oc(-c2ccccc2)nc1-c1cccc2ccccc12	0.0%	-2%	8%	6%	-9%	nt	-4%	3%
CCN1CCN(C2=C(Cl)C(=O)N(Cc3ccccc3)C2=O)CC1	-1.0%	2%	-1%	-3%	8%	8%	1%	5%
Cc1nn(C)c(Cl)c1/C=C/C(=O)O	0.0%	-5%	4%	-3%	-8%	11%	2%	4%
Cc1cc2nc(-c3ccc(OCc4ccccc4F)cc3)cc(C(F)(F)F)n2n1	1.1%	2%	-17%	5%	nt	nt	nt	-20%
CCOC(=O)Cc1cc(=O)n2[nH]c(-c3ccc(C)cc3)cc2n1	0.7%	-22%	-2%	5%	-10%	-9%[46.1 µM]	-15%	-12%
Cc1ccccc1NC(=O)CSC1=Nc2ccccc2C2=NC(CCC(=O)NCc3ccccc3)C(=O)N12 (stereo not given)	2.7%	-1%	-2%	0%	nt	nt	nt	-11%
CCCc1ccc(C(=O)NC(=O)c2ccccc2O)cc1	-1.0%	2%	3%	0%	5%	43%	6%	-11%

Sorted by number of heavy atoms (ascending): part of the list above.
SMILES	Epigenetic derep	TexasRed fluor	Tau fibril FP	TRb SRC2 PPI	aGal spleen mod	NPSR antagonist	CBFb RUNX1 block	Tau fluor cs
Cc1nn(C)c(Cl)c1/C=C/C(=O)O	0.0%	-5%	4%	-3%	-8%	11%	2%	4%
CCn1c([N+](=O)[O-])nc2c1c(=O)[nH]c(=O)n2C	-6.1%	-1%	-10%	5%	-7%	-40%	-5%	5%
CCOC(=O)c1c(C)[nH]c(O)c1C=Nc1ccccc1	-2.1%	10%	-1%	-15%	5%	-17%[46.1 µM]	-8%	-28%
CCCc1ccc(C(=O)NC(=O)c2ccccc2O)cc1	-1.0%	2%	3%	0%	5%	43%	6%	-11%
CCN1CCN(C2=C(Cl)C(=O)N(Cc3ccccc3)C2=O)CC1	-1.0%	2%	-1%	-3%	8%	8%	1%	5%
CCOC(=O)N1CCN(C(=O)c2cc3c(=O)[nH]c4ccccc4c3s2)CC1	-1.0%	-1%	-4%	-7%	2%	16%	4%	-4%
Cc1cc2nc(-c3ccc(OCc4ccccc4F)cc3)cc(C(F)(F)F)n2n1	1.1%	2%	-17%	5%	nt	nt	nt	-20%
C[C@H](c1ccccc1)n1nnc(COCc2ccccc2)c1C#CCOCc1ccccc1	3.8%	1%	1%	-3%	4%	-7%	?	-3%
CC(CCc1ccccc1)NC(=O)Cn1ncc2c3ccccc3n(Cc3cccc(Cl)c3)c2c1=O (stereo not given)	-0.1%	0%	-9%	-2%	nt	nt	nt	-8%
Cc1ccccc1NC(=O)CSC1=Nc2ccccc2C2=NC(CCC(=O)NCc3ccccc3)C(=O)N12 (stereo not given)	2.7%	-1%	-2%	0%	nt	nt	nt	-11%

(more compounds)
SMILES	Epigenetic derep	TexasRed fluor	Tau fibril FP	TRb SRC2 PPI	aGal spleen mod	NPSR antagonist	CBFb RUNX1 block	Tau fluor cs
COc1cc(Cn2c(=O)oc3ccc(C)cc32)ccc1OCCC(C)C	0.1%	3%	-10%	-3%	nt	nt	nt	-16%
O=C(COC(=O)c1ccc2c(c1)OCO2)NCc1ccc2c(c1)OCO2	-2.6%	-2%	4%	-16%	6%	-10%[46.1 µM]	1%	-6%
CCCN(C(=O)c1cc2c(=O)n(CC)c3ccccc3c2s1)c1ccccc1F	-1.1%	-8%	4%	-2%	nt	nt	nt	-20%
OC(C#CCCN1CCCCC1)(c1ccccc1)c1ccccc1	13%	-3%	0%	2%	1%	14%	4%	-5%
COC(=O)C1=C(C)NC(C)=C(C(=O)OC)C1c1ccc(C)o1	2.3%	-2%	-2%	4%	0%	10%	-4%	-1%
CN1CCc2nc3sc(C(=O)c4ccc(F)cc4)c(N)c3cc2C1	6.4%	-2%	?	-3%	nt	nt	nt	?
CCc1ccc2oc(C(=O)NCC(c3ccc(OC)cc3)N3CCCCC3)c(C)c2c1 (stereo not given)	-2.4%	-1%	-1%	-5%	nt	nt	nt	-21%
COC(=O)C1=C[C@@H](C(=O)OC)[C@@H]2C3=C(C(=O)C2(C)C)[C@H](C)n2c(=O)n(-c4ccccc4)c(=O)n2[C@@H]3C1	nt	-1%	nt	1%	10%	nt	-20%	nt
COc1ccc(CNC2CCCC2)c(OC)c1OC	-0.1%	4%	-4%	7%	7%	2%[46.1 µM]	-3%	2%
O=C(O/N=C/c1cccc([N+](=O)[O-])c1)C1CC1	-0.9%	0%	?	-3%	-6%	-7%[46.1 µM]	7%	-9%
O=C(O)CN(Cc1ccco1)S(=O)(=O)c1ccc(F)cc1	4.1%	0%	8%	-14%	-5%	-16%[46.1 µM]	2%	6%
CC(=O)Nc1cc(O)cc(O)c1	-0.9%	2%	8%	0%	2%	12%	3%	2%
O=C(CCCC(=O)OCC(F)(F)C(F)F)Nc1ccc(NC(=O)CCCC(=O)OCC(F)(F)C(F)F)cc1	-1.4%	1%	0%	-18%	5%	-3%[46.1 µM]	-5%	-7%
CCC[N+](CC#CCO)(CC#Cc1ccccc1)CCC	-1.2%	0%	3%	-2%	-2%	10%	2%	2%
COc1ccc(N2CC(NC(=O)COc3ccc4ccccc4c3)CC2=O)cc1OC (stereo not given)	6.2%	-1%	-4%	-2%	nt	nt	nt	-11%
COc1cc2[nH]c(=O)n(Cc3ccc(C(=O)NCc4ccc(C)cc4)cc3)c(=O)c2cc1OC	6.3%	-2%	?	-8%	nt	nt	nt	?
CC[C@H](C)[C@H](NC(N)=O)C(=O)NCCc1ccc(OC)c(OC)c1	-0.4%	-3%	-1%	-4%	-4%	9%	10%	-1%
CC(=O)N1CC23C=CC(CC2CC12CCCCCC2)O3 (stereo not given)	-4.0%	1%	1%	2%	5%	26%	0%	-17%
CCS(=O)(=O)N1CCC(C(=O)NCc2cccc(OC)c2)CC1	-1.0%	-7%	-19%	-1%	0%	-5%[46.1 µM]	0%	-8%
CCN1CCSc2ccc(C(=O)NCc3ccc(F)cc3)cc21	4.1%	-1%	12%	4%	nt	nt	nt	?
CCNC(=O)COC(=O)C1C(C(=O)OCC)=C(C)NC(C)=C1C(=O)OCC	2.4%	-2%	1%	2%	2%	-8%[46.1 µM]	7%	-1%
C(=N\C(/N=C/c1ccco1)c1ccco1)/c1ccco1	0.2%	-5%	-1%	-15%	-5%	-4%[46.1 µM]	-18%	-8%
CC1=CC(=O)C=CC1(C)C(Cl)(Cl)Cl (stereo not given)	-1.6%	-1%	-9%	-13%	5%	2%[46.1 µM]	0%	-6%
COc1cccc(NC(=O)c2cc3c(=O)n4ccccc4nc3n(CC(C)C)c2=N)c1	?	-3%	-1%	-3%	3%	26%	-2%	-11%
O=Nc1ccc2oc(=O)ccc2c1	12%	-1%	?	3%	23%	-11%[46.1 µM]	-5%	-24%
C=CCSCC(N)C(=O)O (stereo not given)	-1.7%	-2%	-2%	7%	11%	nt	nt	-7%
O=C(Oc1cccc(NC(=O)c2ccco2)c1)c1ccc(Br)c(S(=O)(=O)N2CCCCC2)c1	0.0%	-1%	?	5%	5%	-28%[46.1 µM]	-6%	?

Source: PubChem (National Center for Advancing Translational Sciences (NCATS))

Some of the compounds tested; rates above refer to the full screens.
